Screening results from PubChem.
p53 reactivation – restores transcriptional activity of mutant p53; H1299 p53-A138V BP100-luciferase reporter, luminescence, 24 h; Potency, µM (highest dose often 92.2 µM), without a hit: top-dose activity change, positive = activation, most hits filed as activators; 320,000 compounds, 0.063% hits; AID 504706; also: % of control where 0% means no effect; nearly all actives have a fitted effect of over 45% in size
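H1299 (p53-null), stable ts p53-A138V + BP100-Luc; 1000 cells/well, Opti-MEM/10% FBS; cpd 4 pt, 1:5; 24 h, 37 deg C, 5% CO2; detection reagent 10 min RT; luminescence.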
ELG1 genotoxic – inducers of genotoxicity in HEK293T ELG1-luciferase cells | 330,000 compounds, 1.3% hits | HEK293T ELG1-luciferase reporter, luminescence, 16 h | Potency, µM (series often up to 46 µM), for inactives: top-dose activity change, positive = activation, usual class: activators; also: % of control where 0% means no effect; nearly all actives have a fitted effect of over 60% in size
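HEK293T cells expressing luciferase-tagged ELG1 were treated with compound or DMSO for 16 hr at 37°C. Luciferase activity was then read after 30 min with ONE-Glo at room temperature; rising signal flags genetic stress.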
VP16 counter – counter-screen for ROR gamma inhibitors: Gal4-VP16 reporter. Drosophila S2 Gal4-VP16 UAS-luciferase, luminescence, 20 h. Potency, µM (titrated, usually from 53.6 µM), for inactives: at the highest dose activity, negative = inhibition, most hits filed as inhibitors. 310,000 compounds, 3.5% hits. AID 2546;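 also: Gal4-VP16 expression switched on by copper sulfate through the metallothionein promoter; % is scaled to controls: 0 for no effect and ±100 for the full control effect; nearly all actives have a fitted effect of over 50% in size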
uPA generation – cell surface uPA generation inhibition. cell surface uPA generation assay, qHTS. Potency, µM (titrated, usually from 38.3 µM), for inactives: at the top dose activity change, negative = inhibition, hits mostly inhibitors. AID 540303. 330,000 compounds, 0.31% hits; active = well fitted inhibition curve with a large enough effect; inconclusive = small, poorly fitted or top-dose-only effect; inactive = no such curve, though single readings can be large or run the other way; tested in mouse RAW 264.7 cells; also: % is scaled to controls: 0 for no effect and ±100 for the full control effect; nearly all actives have a fitted effect of over 55% in size
BRCA1 expr act – BRCA1 expression activation; MCF7-BRCA1-FFLuc reporter, luminescence, 48 h; response scale: scaled: vehicle 0%, 10 µM genistein 100%; Potency, µM (doses to about 46.1 µM), for the others: at the highest dose activation, most hits filed as activators; 380,000 compounds, 1.1% hits; AID 624202; also: nearly all actives have a fitted effect of over 80% in size; some results filed as inactive show a strong effect at the top dose
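First, MCF7-BRCA1-FFLuc cells (2000/well) attach for 2 h; next, compounds are pin-added and incubated 48 h at 37 °C; finally, luciferase reagent is added and luminescence read after 15 min.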
FLuc counter – inhibits or activates purified firefly luciferase, miR-21 counter-screen. Potency, µM (doses to about 57.5 µM), for inactives: at the highest dose activity change, negative = inhibition, hits mostly inhibitors. P08659. 360,000 compounds, 6.9% hits. purified FLuc, Km substrates, luminescence inhibition;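 also: plate controls were vehicle for no effect and reference inhibitor for full effect; nearly all actives have a fitted effect of over 55% in size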
Target sequence (P08659 whole entry, looked up): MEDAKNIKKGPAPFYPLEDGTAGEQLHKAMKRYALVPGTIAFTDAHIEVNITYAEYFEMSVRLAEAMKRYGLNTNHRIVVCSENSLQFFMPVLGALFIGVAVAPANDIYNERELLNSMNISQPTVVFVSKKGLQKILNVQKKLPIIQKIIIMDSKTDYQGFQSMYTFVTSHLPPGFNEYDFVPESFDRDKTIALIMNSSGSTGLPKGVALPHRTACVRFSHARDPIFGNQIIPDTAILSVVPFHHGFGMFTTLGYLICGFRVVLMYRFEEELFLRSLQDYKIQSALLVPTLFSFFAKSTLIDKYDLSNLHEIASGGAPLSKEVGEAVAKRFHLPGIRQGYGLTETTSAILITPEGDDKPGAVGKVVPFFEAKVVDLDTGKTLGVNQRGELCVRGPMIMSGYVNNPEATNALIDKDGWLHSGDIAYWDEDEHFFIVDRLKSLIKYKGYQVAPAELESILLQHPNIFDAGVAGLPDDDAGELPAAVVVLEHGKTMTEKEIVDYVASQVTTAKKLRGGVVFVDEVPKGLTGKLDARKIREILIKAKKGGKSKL
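Purified P. pyralis luciferase (10nM final) with 10uM D-luciferin and 10uM ATP (Km levels) in 50mM Tris acetate pH 7.5, 10mM Mg acetate, 0.01% Tween-20, 0.05% BSA; qHTS 6-point titration, ~60 µM downward; luminescence read.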
NPC1 prom act – activators of NPC1 promoter; 320,000 compounds, 2.4% hits; Huh7 NPC1 promoter luciferase reporter, 24 h; Potency, µM (highest dose often 9.22 µM), for the others: top-dose activation, usual class: activators;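 also: % of control where 0% means no effect; nearly all actives have a fitted effect of over 60% in size; reporter is driven by a mutant NPC1 promoter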
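Readout is luciferase luminescence, reflecting NPC1 promoter activation in stably transfected Huh7 cells after 24 h compound exposure at 37 °C in reduced-serum medium with 10% FBS.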
RORg inh – blocks mouse ROR gamma transcriptional activity; P51450; 310,000 compounds, 5.4% hits; Potency, µM (titrated, usually from 53.6 µM), for the others: at the top dose activity change, negative = inhibition, hits mostly inhibitors; Drosophila S2 Gal4-RORgamma UAS-luciferase reporter, 20 h; AID 2551; also: % is scaled to controls: 0 for no effect and ±100 for the full control effect; nearly all actives have a fitted effect of over 60% in size
Target sequence (P51450 whole entry, looked up, the tested form may be a part): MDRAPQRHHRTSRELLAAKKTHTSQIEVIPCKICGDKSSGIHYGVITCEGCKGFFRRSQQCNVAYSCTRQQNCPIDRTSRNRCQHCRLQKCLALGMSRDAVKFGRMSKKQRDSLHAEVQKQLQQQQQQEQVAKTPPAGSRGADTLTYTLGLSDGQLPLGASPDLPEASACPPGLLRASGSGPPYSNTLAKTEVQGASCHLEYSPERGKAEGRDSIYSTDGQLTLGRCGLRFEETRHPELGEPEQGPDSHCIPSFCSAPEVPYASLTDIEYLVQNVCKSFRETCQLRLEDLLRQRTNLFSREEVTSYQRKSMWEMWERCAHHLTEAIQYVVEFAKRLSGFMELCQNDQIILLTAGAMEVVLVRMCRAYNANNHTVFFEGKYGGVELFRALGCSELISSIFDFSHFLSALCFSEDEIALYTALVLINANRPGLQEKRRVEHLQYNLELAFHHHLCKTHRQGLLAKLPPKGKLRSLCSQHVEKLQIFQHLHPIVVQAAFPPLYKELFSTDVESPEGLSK
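Drosophila Schneider cells stably carrying a metallothionein-driven Gal4 DBD–ROR gamma fusion and a UAS-Photinus luciferase reporter were exposed to compound for 1 hr, then induced with copper sulfate (700 uM final) for 20 hr at ambient temperature before luminescence reading.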
MBNL1-CUG inh – MBNL1-poly(CUG) RNA binding inhibition; TR-FRET MBNL1-His/biotin-(CUG)12 binding, 665/545 ratio; AID 2675; Potency, µM (top dose mostly 57.5 µM), for the others: top-dose activity change, negative = inhibition, usual class: inhibitors; 280,000 compounds, 0.036% hits; active = well fitted inhibition curve with a large enough effect in the signal ratio, with a control signal flat, not every such curve was filed as active; inconclusive = small, poorly fitted or top-dose-only effect, or effect the other way, or a change in a side signal; inactive = no such curve, though single readings can be large or run the other way; the % refers to the signal ratio; also: % is scaled to controls: 0 for no effect and ±100 for the full control effect
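TR-FRET between His-tagged MBNL1 and biotin-(CUG)12 RNA, detected with Tb anti-His antibody (0.055 ng/ul) and streptavidin-XL665 (5 nM), 60 min at room temperature. Compounds titrated 92 nM to 58 uM; 665/545 nm ratio normalized to buffer and complex controls.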
Rab9 promoter act – Rab9 promoter activation | Huh7 Rab9 promoter-luciferase reporter, luminescence, 24 h | Potency, µM (titrated, usually from 9.22 µM), for inactives: at the highest dose activation, negative = inhibition, actives largely listed as activators | 320,000 compounds, 2.8% hits; also: % of control where 0% means no effect; nearly all actives have a fitted effect of over 60% in size
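Luminescence read-out: Huh7 cells stably expressing Rab9-luciferase, treated 24 h with compound at 37 °C, then lysed with luciferase reagent for 10 min at ambient before reading.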
Starred values were filed as active, the others as inactive; u = inconclusive; x = no result given; [ ] = remark or other dose. Unless noted, calls follow the shape of the dose curve; as a rule, active = well fitted curve in the direction sought with a large enough effect; inconclusive = small, poorly fitted or top-dose-only effect, or another doubt; inactive = no such curve, though single readings can be large; an effect the other way counts as inactive or inconclusive. Potency is read from the fitted curve at half-maximal effect.

SMILES	p53 reactivation	ELG1 genotoxic	VP16 counter	uPA generation	BRCA1 expr act	FLuc counter	NPC1 prom act	RORg inh	MBNL1-CUG inh	Rab9 promoter act
CC1=C(C(=O)OC2CCC(C)CC2)C(c2ccc(O)c([N+](=O)[O-])c2)NC(=O)N1 (stereo unspecified)	x	-1%	2%	16%	-4%	4%	-3%	30%[1.91 µM]	15%	1%
CCCCNC(=O)CCCn1c(=S)[nH]c2cc3c(cc2c1=O)OCO3	24%	-3%	6%	-2%	-10%	1%	2%	-22%	60%[activator]	6%
Cc1cccc(NS(=O)(=O)c2ccc3c(c2)NC(=O)CO3)c1C	-7%	0%	-4%	20%	-24%	2%	17%	-1%	-1%	-1%
COc1ccccc1NS(=O)(=O)c1ccc2oc(SCC(=O)N3CCNC3=O)nc2c1	-7%	-7%	x	3%	-22%	0%	0%	x	x	4%
Cc1ccccc1OCCOC(=O)c1cc(S(=O)(=O)N2CCCCC2)ccc1N1CCOCC1	0%	-8%	x	-7%	-59%	2%	-13%	x	x	-16%
COc1ccccc1/C=N/NC(=O)CC(=O)NC1CCCCC1	0%	0%	-5%	8%	-4%	-2%	-3%	-18%	-8%	-5%
Cc1nc2ccccn2c1C(=O)CSc1ccccc1	0%	-1%	1%	-1%	46%	-18%	3%	17%	1%	20%
Nc1nnc(CC2=CCCCC2)s1	-1%	-1%	-1%	3%	2%	1%	-3%	-26%	1%	-6%
CCOC(=O)/C(=C/c1ccc(OC)cc1)NC(=O)c1ccco1	1%	1%	-10%	-1%	-8%	3%	-8%	-5%[10 µM]	x	-5%
CC(=O)N1c2ccc(S(=O)(=O)NCC3CCC(C(=O)N(C)Cc4ccccc4)CC3)cc2CC1C (stereo unspecified)	-2%	-3%	0%	-7%	-10%	2%	-7%	u	-5%	0%
Cc1cc(C)n(-c2nnc(NC(C)(C)C)nn2)n1	u	u	-4%	-6%	u	21µM*	u	-7%	25%	3.2µM*
Cc1ccc(S(=O)(=O)N2CCOCC2)cc1C(=O)OCC(=O)N1CCCCC1	1%	0%	x	-5%	2%	x	x	x	x	x
CCC(=O)NNc1ncnc2c1cnn2-c1ccccc1	-3%	11%	-2%	5%	2%	6%	-5%	-26%	2%	-2%
CCN(CCO)Cc1cn[nH]c1-c1ccc(C)c(C)c1	5%	2%	1%	3%	2%	0%	-4%	18%[10 µM]	-5%	2%
CCN(CCCNC(=O)C1CCCN(S(=O)(=O)CC)C1)c1cccc(C)c1 (stereo unspecified)	-10%	-1%	-8%	7%	-47%	0%	1%	28%	-18%	-3%
CCOC(=O)CSc1nc2c(sc(=S)n2-c2ccccc2OC)c(=O)n1-c1ccccc1OC	-1%	-3%	8%	9%	-34%	2%	-1%	10%	5%	-1%
CCN(CC)S(=O)(=O)c1ccc(N2CCOCC2)c(NC(=O)Cc2ccccc2F)c1	-9%	-5%	-6%	-8%	-22%	-2%	-1%	19%	x	-4%
CCOC(=O)c1cnc2ccc(C(=O)OC)cc2c1NCCc1ccc(OC)c(OC)c1	-2%	-5%	-26%	-4%	-28%	1%	1%	-15%	x	-2%
CCOC(=O)C(CC)n1cnc2c(nnn2-c2cccc(OC)c2)c1=O (stereo unspecified)	7%	6%	22%	1%	-1%	-16%	8%	4%	-17%	2%[1.84 µM]
CCn1c(C)nc2cc(C(=O)N/N=C/c3ccc(O)c(O)c3O)ccc21	-9%	-17%	-6%[10 µM]	-1%	-21%	13µM*	-2%	0%	u	5%
COc1ccc(/C=C(\NC(=O)c2ccc(C)cc2)C(=O)NCC2CCCO2)cc1 (stereo unspecified)	-4%	0%	0%	-8%	3%	-2%	-5%	-1%	6%	2%
CCNC(=O)C(=O)Nc1ccc(OC)c(Cl)c1	2%	9%	-17%	-8%	48%	0%	-1%	34%	-6%	17%
CCOC(=O)N1CCC(N2C(=O)c3ccc(C(=O)O)cc3C2=O)CC1	-1%	2%	-8%	4%	2%	2%	-3%	-13%	u	3%
COc1ccc(S(=O)(=O)N2CCCC(C(=O)Nc3ccc(OC)c(OC)c3)C2)cc1 (stereo unspecified)	0%	-10%	-11%	4%	-40%	0%	-5%	u	-5%	0%
O=C(COn1nnc2ccc(Cl)cc21)NC12CC3CC(CC(C3)C1)C2	4%	-3%	-6%	x	-14%	-2%	-1%	-25%	4%	-3%

The results go on:
SMILES	p53 reactivation	ELG1 genotoxic	VP16 counter	uPA generation	BRCA1 expr act	FLuc counter	NPC1 prom act	RORg inh	MBNL1-CUG inh	Rab9 promoter act
Cc1ccc(NC(=O)c2cccc(S(C)(=O)=O)c2)cc1	u	u	9%	-1%	62%	u	25%	11%	2%	29%
O=C(CSc1nnc(-c2ccccc2)n1Cc1ccco1)Nc1ccc2c(c1)OCCO2	6%	-7%	u	1%	-1%	u	12%	u	-2%	3%
CC(Cc1ccccc1)NC(=O)/C=C/c1ccc([N+](=O)[O-])cc1 (stereo unspecified)	4%	-1%	3%	1%	-6%	2%	-1%	22%	u	1%
CC(=O)c1ccc(NC(=O)CSCCO)cc1	u	u	10%	x	28%	u	-2%	21%	2%	2%
COc1ccc(NC(=O)CSc2nnc(-c3ccccc3)n2Cc2ccco2)cc1OC	-5%	0%	6%	x	-6%	0%	-2%	u	-12%	6%
Cc1ccc2cc(/C=N/NC(=O)c3ccc(F)cc3)c(Cl)nc2c1	-3%	u	7%	1%	-5%	-2%	-3%	-20%	6%	0%
Cc1ccc2nc(N3CCCCC3)c(C=O)c(=O)n2c1	3%	12%	-7%	x	x	-13%	0%	10%	u	2%
COc1cc(SC)ccc1C(=O)Nc1cc(C)ccn1	-3%	u	u	u	u	1.3µM*	3.2µM*	6.3µM*	41%[activator]	3.5µM*
CCN(CC)S(=O)(=O)c1cccc(NC2=NCC(C)S2)c1 (stereo unspecified)	4%	5%	-16%	-3%	20%	-8%	-5%	-28%	0%	3%
CCN(C(=O)COC(=O)c1ccco1)c1cccc2ccccc12	6%	0%	x	4%	-2%	x	x	x	x	x
CC(C)CN(CC(C)C)C(=O)COn1nnc2ccc(S(=O)(=O)N3CCOCC3)cc21	2%	-3%	x	-26%	-6%	2%	-7%	x	x	-3%
O=C(NCc1nc2ccccc2[nH]1)C1=C[C@H](C2CC2)C[C@H](OCc2ccc(CO)cc2)O1	7%	3%	-1%	-2%	-10%	0%	-5%	13%	-2%	6%
NC(=O)c1ccc(SCC(=O)OCC(=O)NC2CCCCCCC2)c([N+](=O)[O-])c1	3%	3%	x	8%	0%	1%	-2%	x	x	-1%
NC(=O)c1nc(N2CCOCC2)nc(N2CCOCC2)n1	-4%	-4%	-15%	-6%	-49%	-1%[2.3 µM]	0%	-1%	-6%	-3%
CCOC(=O)C1=C(CC)Nc2ccccc2N/C1=N\S(=O)(=O)c1ccc2ccccc2c1	-3%	-5%	-10%	-8%	-17%	u	-5%	43%	-3%	-1%
CCn1nnc(NC(=O)c2cc(Cl)c(OC)c(Cl)c2)n1	1%	0%	-3%	-1%	-11%	2%	-4%	5%[10 µM]	13%	-11%
O=C(NC1CCCC1)c1cc(-c2cccc(Cl)c2)on1	u	18µM*	4%	-1%	u	15µM*	2.8µM*	25%	-1%	2.8µM*
CN(Cc1ccccc1F)C(=O)CN1C(=O)NC2(CCc3ccccc32)C1=O (stereo unspecified)	6%	-2%	x	3%	-14%	4%	-3%	x	x	-2%
CC1(C)CC2(C)OC(=N)C1(C#N)C2(C#N)C#N (stereo unspecified)	-15%	22%	u	-5%	-9%	-1%	-2%	7.9µM*	-3%	-4%
O=C(Oc1c(CN2CCOCC2)cc(Cl)c2cccnc12)c1ccccc1Cl	0%	-7%	3.5µM*	-13%	-74%	-3%	-7%	0.71µM*	3%	-41%[inhibitor]
C/C(=N\Nc1ccc([N+](=O)[O-])cc1[N+](=O)[O-])c1ccc(-n2nncc2C(C)(C)C)cc1	-6%	-3%	0%	-2%	-45%	-2%	0%	38%	u	-13%
COC(=O)c1cccc(C(=O)Nc2ccc(C)cc2)n1	6%	10%	-9%	3%	-54%	12µM*	3.5µM*	-35%	3%	u
O=c1c2ccccc2ncn1-c1ccccc1[N+](=O)[O-]	x	4%	x	16%	-3%	2%	-2%	x	u	-2%
O=C1C(=Nc2cccc(Cl)c2)CC(c2ccc(Cl)cc2)N1c1cccc(Cl)c1 (stereo unspecified)	4%	-4%	7%	-8%	3%	1%	0%	-7%	7%	0%
O=C1CCCC/C1=C/Nc1ccc(C(=O)O)cc1	10%	10%	4%	x	u	12µM*	25%	15%	12%	u
CCN(CC)S(=O)(=O)c1ccc(Nc2ccc(-c3ccc4c(c3)OCCO4)nn2)cc1	17%	8%	-18%	-1%	18%	11µM*	-6%	-45%	6%	18%
O=C(COc1ccc(Br)cc1F)NC1CC1	16%	7%	x	-2%	41%	x	x	x	x	x
Cc1ccccc1Cn1cc(CCC(=O)N2CCOCC2)c2ccccc21	-1%	-2%	17%	5%	9%	-3%	2%	-11%	1%	-6%
COc1ccc(-n2ncc3c(=O)n(CC(=O)N4CCCc5ccccc54)cnc32)cc1	-10%	-11%	2%	x	-50%	3%	-3%	u	2%	0%
